# NPC1 promoter act: qHTS Assay for NPC1 Promoter Activators; Huh7 NPC1 promoter luciferase reporter, 24 h; Potency, µM (titrated, usually from 9.22 µM), for inactives: at the top dose activation, hits mostly activators; 320,000 tested, 2.4% active;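 also: potency is read from the fitted curve at half-maximal effect; % of control where 0% means no effect; nearly all actives have a fitted effect of over 60% in size; reporter is driven by a mutant NPC1 promoter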
#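 Readout is luciferase luminescence, reflecting NPC1 promoter activation in stably transfected Huh7 cells after 24 h compound exposure at 37 °C in reduced-serum medium with 10% FBS.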
# PKM2 activator: qHTS Assay for Activators of Human Muscle isoform 2 Pyruvate Kinase | Pyruvate kinase PKM (Homo sapiens), P14618 | Potency, µM (series often up to 57.5 µM), without a hit: at the highest dose activation, actives largely listed as activators | 260,000 tested, 0.34% active | AID 1631, 2009 | purified PKM2, Kinase-Glo ATP luminescence, activation; response scale: 0% is enzyme alone, no compound; also: potency is read from the fitted curve at half-maximal effect; % is scaled to controls: 0 for no effect and ±100 for the full control effect; nearly all actives have a fitted effect of over 55% in size
# Target sequence (P14618 whole entry, looked up, canonical isoform): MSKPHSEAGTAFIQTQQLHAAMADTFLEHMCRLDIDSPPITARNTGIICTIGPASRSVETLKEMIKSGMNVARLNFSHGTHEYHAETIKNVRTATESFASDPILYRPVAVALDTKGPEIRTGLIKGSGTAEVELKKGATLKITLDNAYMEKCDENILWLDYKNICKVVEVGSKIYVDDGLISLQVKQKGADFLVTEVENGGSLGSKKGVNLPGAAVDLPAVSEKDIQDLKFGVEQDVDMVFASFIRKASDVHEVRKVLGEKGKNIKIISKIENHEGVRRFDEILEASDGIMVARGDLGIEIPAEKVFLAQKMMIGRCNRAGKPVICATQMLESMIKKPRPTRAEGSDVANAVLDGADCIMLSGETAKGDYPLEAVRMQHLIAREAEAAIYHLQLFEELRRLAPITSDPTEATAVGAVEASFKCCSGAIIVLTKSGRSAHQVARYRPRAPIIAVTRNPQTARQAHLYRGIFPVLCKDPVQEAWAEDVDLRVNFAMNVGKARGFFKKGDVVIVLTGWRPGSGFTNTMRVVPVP
#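 hPK-M2, >95% pure; 0.1 mM ADP / 0.5 mM PEP final; imidazole pH7.2 buffer w/ 7 mM MgCl2, 50 mM KCl; 1 h RT; Kinase-Glo lum. Intermediate enzyme activity for dual inhibitor/activator qHTS.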
# BRCA1 expr act: qHTS Assay to Identify Small Molecule Activators of BRCA1 Expression. MCF7-BRCA1-FFLuc reporter, luminescence, 48 h; response scale: scaled: vehicle 0%, 10 µM genistein 100%. Potency, µM (series often up to 46.1 µM), inactives show top-dose activation, hits mostly activators. 380,000 tested, 1.1% active; also: potency is read from the fitted curve at half-maximal effect; nearly all actives have a fitted effect of over 80% in size; some results filed as inactive show a strong effect at the top dose
#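 First, MCF7-BRCA1-FFLuc cells (2000/well) attach for 2 h; next, compounds are pin-added and incubated 48 h at 37 °C; finally, luciferase reagent is added and luminescence read after 15 min.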
# VP16 counter: VP16 counterscreen qHTS for inhibitors of ROR gamma transcriptional activity | Potency, µM (highest dose often 53.6 µM), without a hit: at the highest dose activity, negative = inhibition, most hits filed as inhibitors | 310,000 tested, 3.5% active | Drosophila S2 Gal4-VP16 UAS-luciferase, luminescence, 20 h | AID 2546, 2010;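 also: Gal4-VP16 expression switched on by copper sulfate through the metallothionein promoter; potency is read from the fitted curve at half-maximal effect; % is scaled to controls: 0 for no effect and ±100 for the full control effect; nearly all actives have a fitted effect of over 50% in size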
# Giardia killer: Small Molecules that selectively kill Giardia lamblia: qHTS | Giardia lamblia trophozoite viability | activity change, % at 7.66 µM, hits read low | 340,000 tested, 0.15% active | AID 540267, 2011; in the data active = activity change below about -80%; inconclusive = between about -30% and that limit;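 also: parasites exposed to compound for two days anaerobically before the ATP read; % is scaled to controls: 0 for no effect and ±100 for the full control effect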
#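 Trophozoites 100 cells/well + cpd; 48 hrs, 37 deg C, anaerobic. ATPLite 1-Step added, 15-30 min RT, luminescence read (ATP-based viability).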
# Rab9 prom act: qHTS Assay for Rab9 Promoter Activators | Huh7 Rab9 promoter-luciferase reporter, luminescence, 24 h | 320,000 tested, 2.8% active | Potency, µM (top dose mostly 9.22 µM), for the others: at the top dose activation, negative = inhibition, usual class: activators; also: potency is read from the fitted curve at half-maximal effect; % of control where 0% means no effect; nearly all actives have a fitted effect of over 60% in size
#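 Steps: seed 1500 Huh7 Rab9-luc cells per well, rest 2 h at 37 °C; add compound in DMSO; incubate 24 h; add luciferase reagent, 10 min ambient; read luminescence.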
# FLuc counter: qHTS profiling assay for firefly luciferase inhibitor/activator using purifed enzyme and Km concentrations of substrates (counterscreen for miR-21 project) | Potency, µM (top dose mostly 57.5 µM), inactives show top-dose activity change, negative = inhibition, hits mostly inhibitors | purified FLuc, Km substrates, luminescence inhibition | 360,000 tested, 6.9% active;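 also: potency is read from the fitted curve at half-maximal effect; plate controls were vehicle for no effect and reference inhibitor for full effect; nearly all actives have a fitted effect of over 55% in size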
#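 Purified P. pyralis luciferase (10nM final) with 10uM D-luciferin and 10uM ATP (Km levels) in 50mM Tris acetate pH 7.5, 10mM Mg acetate, 0.01% Tween-20, 0.05% BSA; qHTS 6-point titration, ~60 µM downward; luminescence read.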
# ELG1 genotox: qHTS screen for small molecules that induce genotoxicity in human embryonic kidney (HEK293T) cells expressing luciferase-tagged ELG1 | HEK293T ELG1-luciferase reporter, luminescence, 16 h | Potency, µM (doses to about 46 µM), without a hit: top-dose activity change, positive = activation, actives largely listed as activators | 330,000 tested, 1.3% active; also: potency is read from the fitted curve at half-maximal effect; % of control where 0% means no effect; nearly all actives have a fitted effect of over 60% in size
#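 DMSO vehicle served as control against compound-treated ELG1-luciferase HEK293T cells; exposure lasted 16 hr at 37 °C and 5% CO2, followed by ONE-Glo luminescence detection after 30 min.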
# RORgamma inh: qHTS for inhibitors of ROR gamma transcriptional activity; Nuclear receptor ROR-gamma (Mus musculus), P51450; Drosophila S2 Gal4-RORgamma UAS-luciferase reporter, 20 h; Potency, µM (series often up to 53.6 µM), for the others: at the top dose activity change, negative = inhibition, usual class: inhibitors; 310,000 tested, 5.4% active; also: potency is read from the fitted curve at half-maximal effect; % is scaled to controls: 0 for no effect and ±100 for the full control effect; nearly all actives have a fitted effect of over 60% in size
# Target sequence (P51450 whole entry, looked up, the tested form may be a part): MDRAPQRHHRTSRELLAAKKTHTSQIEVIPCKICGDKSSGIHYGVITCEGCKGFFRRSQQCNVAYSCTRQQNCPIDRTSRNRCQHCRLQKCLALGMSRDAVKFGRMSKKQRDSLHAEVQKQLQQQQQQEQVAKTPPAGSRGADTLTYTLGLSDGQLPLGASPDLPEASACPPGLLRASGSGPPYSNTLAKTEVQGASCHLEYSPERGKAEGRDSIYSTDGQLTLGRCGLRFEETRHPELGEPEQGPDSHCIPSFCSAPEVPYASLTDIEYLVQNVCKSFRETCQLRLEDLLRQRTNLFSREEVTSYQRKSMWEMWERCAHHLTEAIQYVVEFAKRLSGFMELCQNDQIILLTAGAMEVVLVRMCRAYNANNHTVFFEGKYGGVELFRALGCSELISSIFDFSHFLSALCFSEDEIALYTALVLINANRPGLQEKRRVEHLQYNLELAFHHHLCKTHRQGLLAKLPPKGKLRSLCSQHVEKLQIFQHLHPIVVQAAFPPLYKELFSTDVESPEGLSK
#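 Drosophila Schneider cells stably carrying a metallothionein-driven Gal4 DBD–ROR gamma fusion and a UAS-Photinus luciferase reporter were exposed to compound for 1 hr, then induced with copper sulfate (700 uM final) for 20 hr at ambient temperature before luminescence reading.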
# Menin-MLL TR inh: qHTS Assay for Inhibitors Targeting the Menin-MLL Interaction in MLL Related Leukemias: Competition With Texas Red Labeled MLL-derived Mutant Peptide; O00255; Menin + Texas Red MLL mutant peptide, fluorescence polarization; Potency, µM (top dose mostly 61.6 µM), for the others: at the top dose FP activity change, negative = inhibition, actives largely listed as inhibitors; 270,000 tested, 0.23% active; active = well fitted inhibition curve with a large enough effect in the polarisation, with a control signal flat, not every such curve was filed as active; inconclusive = small, poorly fitted or top-dose-only effect, or effect the other way, or a change in a side signal; inactive = no such curve, though single readings can be large or run the other way; the % refers to the polarisation; also: potency is read from the fitted curve at half-maximal effect; % of control where 0% means no effect; many of its hits are not listed in these tables
# p53 reactivation: qHTS assay for re-activators of p53 using a Luc reporter; H1299 p53-A138V BP100-luciferase reporter, luminescence, 24 h; Potency, µM (titrated, usually from 92.2 µM), inactives show top-dose activity change, positive = activation, hits mostly activators; 320,000 tested, 0.063% active; AID 504706, 2011; also: potency is read from the fitted curve at half-maximal effect; % of control where 0% means no effect; nearly all actives have a fitted effect of over 45% in size
#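 p53-null H1299 cells stably carrying temperature-sensitive p53-A138V and a BP100-luciferase reporter were pinned with compounds (4-point, 1:5 series) and held 24 hrs at 37 deg C. Luminescence was read 10 min after detection reagent.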
# * hit, by the source's call; ? = inconclusive; . = not tested or not shown; [ ] = dose if it differs, or a comment. Unless noted, calls follow the shape of the dose curve; as a rule, active = well fitted curve in the direction sought with a large enough effect; inconclusive = small, poorly fitted or top-dose-only effect, or another doubt; inactive = no such curve, though single readings can be large; an effect the other way counts as inactive or inconclusive. Some of the compounds tested (hit frequency here may not be typical).
# Below each SMILES: NPC1 promoter act	PKM2 activator	BRCA1 expr act	VP16 counter	Giardia killer	Rab9 prom act	FLuc counter	ELG1 genotox	RORgamma inh	Menin-MLL TR inh	p53 reactivation
1) CC1=CC(=C(C#N)C#N)C=C(C)N1CCN1CCN(C(=O)Nc2ccc(Cl)c(Cl)c2)CC1
  -4%	1%	-39%	?	-22	-6%	0%	18%	-15%	6%	1%
2) O=S(=O)(NCc1ccccc1Cl)c1ccc(-n2cnnn2)cc1
  1%	.	-6%	5%	-13	0%	-1%	1%	10%	17%	?
3) CC(C)CNCC(=O)N1c2ccccc2Sc2ccccc21
  -1%	3%	0%	-2%	-6	-1%	0%	-3%	4%	.	-5%
4) O=C(c1ccc2c(c1)OCO2)C1CCCN(Cc2ccc(OC(F)F)cc2)C1 (configuration not stated)
  -1%	.	-7%	-10%	44[activator]	-1%	0%	-1%	2%	-3%	1%
5) CC(C(=O)Nc1ccc2c(c1)OCCO2)n1nnc(-c2ccccc2)n1 (configuration not stated)
  -1%	2%	1%	4%	3	-16%	-3%	1%	2%	?	-2%
6) CSc1ccc(/C=N/NC(=O)c2sccc2C)cc1
  0.56µM*	-21%	?	?	4	0.63µM*	0.43µM*	1.8µM*	8.9µM*	2%	?
7) O=C(Cn1nnc(-c2ccccc2NC(=O)c2ccccc2)n1)Nc1ccc2c(c1)OCCO2
  -3%	-9%	-24%	-25%	5	-1%	-1%	2%	-19%	?	-4%
8) O=C(c1ccco1)N1CCN(S(=O)(=O)c2ccc(S(=O)(=O)NC3CCCC3)cc2)CC1
  4%	10%	-6%	-13%	1	-23%	3%	-2%	-2%	24%	5%
9) Cc1ccc(S(=O)(=O)/N=C2/NC(=O)/C(=C/c3ccncc3)S2)cc1
  -1%	-14%	.	-18%	.	-1%	-12%	?	23%	11%	8%
10) O=C(Nc1c(Cl)cc(Cl)cc1C(=O)NCCN1CCOCC1)c1ccc(Cl)cc1Cl
  -2%	-4%	-33%	-1%	19	3%	3%	0%	-10%	4%	3%
11) Cn1c(/C(C#N)=C(\O)COc2ccc3ccccc3c2)nc2ccccc21
  1%	-1%	-7%	-29%	21	8%	0%	16%	-2%	-1%	1%
12) Cc1cc(C)cc(NC(=S)Nc2cccc3cnccc23)c1
  -1%	4%	1%	?	-17	-2%	?	-18%	13µM*	12%	2%
13) c1ccc(CCNc2ncnc3sccc23)nc1
  0%	-19%	51%	16µM*	-11	-1%	?	4%	?	-12%	13%
14) COc1cc(S(=O)(=O)Nc2ccccc2N2CCCCC2)ccc1NC(C)=O
  -14%	.	0%	.	13	-3%	4%	-1%	.	.	3%
15) CCOc1ccc(C2=Nn3c(nnc3-c3ccco3)SC2)cc1
  -3%	0%	-32%	-8%	-4	4%	1%	1%	18%	2%	-4%
16) COc1ccccc1C(=O)Nc1nnc(-c2ccc(F)cc2)o1
  1%	1%	98%	11µM*	6	2%	-16%	11%	7.9µM*	-5%	8%
17) Cc1ccc2cc(C#N)c(SCC(=O)NCc3ccco3)nc2c1
  5%	3%	19%	0%	-11	7%	3%	2%	13%	-19%	7%
18) CCOC(=O)c1ccccc1NC(=O)Cn1cnc2c(nnn2-c2ccc(C)cc2)c1=O
  4%	-4%	-3%	-13%	-8	1%	1%	-7%	-30%	7%	15%
19) CS(=O)(=O)c1ccccc1C(=O)Nc1cc2c(cc1C(=O)O)OCCCO2
  0%	0%	3%	-7%	-5	-1%	-2%	-5%	-24%	-15%	-3%
20) CCOC(=O)Cc1csc(NC(=O)CSc2nncn2C)n1
  -2%	-9%	14%	-5%	-3	1%	-1%	-1%	9%	-23%	-2%
21) OCCC1CN(Cc2cnc(N3CCOCC3)s2)CCN1C1CCCC1 (configuration not stated)
  2%	-12%	11%	-12%	-10	1%	1%	-1%	26%	-15%	1%
22) CC(C)OC(=O)CSc1nnc(Cc2ccccc2)n1CC1CCCO1 (configuration not stated)
  1%	-8%	-17%	5%	4	4%	1%	-3%	14%	-4%	3%
23) Cc1ccccc1OCCCC(=O)NC1CCCCC1
  11%	0%	62%	1%	-9	14%	?	6%	?	0%	10%
24) CCCCn1c(N)c(N(CC)C(=O)c2cc(C)cc(C)c2)c(=O)[nH]c1=O
  2%	.	1%	3%	11	-1%	2%	1%	-25%	2%	-3%
25) O=C1C2C3C=CC(C3)C2C(=O)N1CCCCCCN1C(=O)C2C3C=CC(C3)C2C1=O (configuration not stated)
  -19%	-17%	-20%	0%	-7	4µM*	4.3µM*	?	?	?	10%
26) COc1ccc(CCNC(=O)C2CCN(S(=O)(=O)N3CCC(C)CC3)CC2)cc1OC
  3%	.	0%	-5%	14	0%	2%	-1%	-1%	.	-6%
27) Cc1ccc(NC(=O)CCNC(=O)c2ccc([N+](=O)[O-])cc2)cc1S(=O)(=O)N(C)C
  -9%	-1%	0%	1%	1	-3%	-3%	-16%	42%	17%	-2%
28) Cc1ccc(S(=O)(=O)N2CCCCC2)cc1NC(=O)COc1ccccc1F
  -6%	2%	-11%	1%	-6	-2%	-18%	-4%	14%	-5%	-2%
29) c1ccc(C[C@H]2CN=C(Nc3ccccc3)N2CC2CCC2)cc1
  2%	.	-10%	.	-20	-1%	5%	-4%	.	.	-1%
30) CC(=O)N/C(=C\c1ccccc1)C(=O)OCC(=O)Nc1cc(S(=O)(=O)N(C)C)ccc1C
  0%	.	-6%	.	23	2%	3%	-1%	.	.	-2%
31) N#C/C(=C\c1cccs1)C(=O)N1CCOCC1
  -4%	0%	16%	3%	4	-7%	4%	0%	18%	.	0%
32) CC1C(=O)N2CCCc3cc(S(=O)(=O)NCc4ccc(F)cc4)cc1c32 (configuration not stated)
  -10%	.	-10%	.	-15	-3%	-1%	6%	.	.	-4%
33) COc1ccc(/C=C2/SC(=S)N(NS(=O)(=O)c3ccccc3)C2=O)cc1
  -3%	-2%	-1%	-16%	-11	-1%	?	0%	31%	?	8%
34) O=C(N/N=C/c1ccc2c(c1)OCO2)C(=O)Nc1ccccc1Cl
  5%	.	14%	11%	16	0%	-1%	?	-9%	.	1%
35) O=C(O)C1CC(c2ccccc2)=Nc2ccccc2S1 (configuration not stated)
  ?	?	-9%	-12%	-10	?	17µM*	?	8%	.	4%
36) COc1cc(NC(=O)COC(=O)CNC(=O)c2ccc(C)s2)cc(OC)c1
  -6%	-4%	18%	3%	4	-5%	-2%	-3%	23%	14%	-3%
37) CC(C)CC(=O)Nc1ccccc1N1CCN(c2ccc(F)cc2)CC1
  -3%	1%	-15%	-7%	5	-1%	-2%	-5%	22%	-11%	-4%
38) CC(C)NC(=O)NNc1c(Cl)cncc1Cl
  0%	3%	11%	-6%	2	0%	-2%	-2%	10%	.	-1%
39) CSc1ccccc1C(=O)Nc1ccc(C)cc1C
  -2%	-33%	-13%	-10%	-1	-1%	3%	1%	-2%	1%	0%
40) O=C1CC(N2CCOCC2)C(=O)N1c1ccc2c(c1)OCO2 (configuration not stated)
  -1%	2%	-12%	.	0	-8%	3%	-2%	3%[0.365 µM]	17%	-6%
41) COc1ccc(N2CCN(C(=O)CSc3nnc(-c4cccnc4)n3-c3ccc(F)cc3)CC2)cc1
  -2%	5%	-7%	0%	-9	-6%	?	-6%	30%	-6%	8%
42) CC(C)C(=O)Nc1ccc2oc(=O)ccc2c1
  -3%	-5%	14%	0%	7	-4%	-1%	0%	12%	0%	7%
43) c1csc(-c2cn3ccc4ccccc4c3n2)c1
  -29%	-3%	64%	?	-14	-35%[inhibitor]	-2%	-24%	0%	-9%	-11%
44) Cc1cccc(C(=O)N[C@H](C(=O)Nc2ccc(C)c(S(=O)(=O)N(C)C)c2)C(C)C)c1
  -6%	1%	-10%	-8%	1	0%	-2%	-4%	-1%	-3%	-4%
45) CC1CCCN(C(=O)C2(NC(=O)Nc3cccc(F)c3)CCCCC2)C1 (configuration not stated)
  0%	.	-9%	-1%	19	1%	1%	-1%	4%	-4%	-3%
46) CCn1c2ccccc2c2cc(NC(=O)COC(=O)Cc3cn4ccsc4n3)ccc21
  -2%	0%	-15%	-11%	-4	-7%	-1%	?	17%	10%	2%
47) CC(=O)Nc1sc(N/N=C\c2ccccc2F)nc1-c1cccs1
  12%	?	-36%	?	19	15%	-17%	?	?	21%	?
